Screening data: PubChem BioAssay, several laboratories
STAT1 blocker – STAT1 signaling inhibition. NIH 3T3 STAT1-luciferase reporter, IFN-gamma, luminescence. hit rate 0.35% among 200,000. AID 920. inhibition, % at 5.5 µM;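 active = inhibition above a set limit, the mean inhibition across all tested compounds plus 3 SD, cut at about 34% in these data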;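 also: 0% = IFN-gamma with DMSO and 100% = IFN-gamma with 300 µM nifuroxazide; values of inactives mirror those of a sister screen read the other way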
APP 5'UTR act – activates APP 5'UTR luciferase reporter; hit rate 1% among 190,000; activation, % at 2 µM; SH-SY5Y APP 5'UTR luciferase reporter, luminescence; zero percent = DMSO vehicle wells;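 active = activation above a set limit, based on mean plus 3 SD of controls, cut at about 140% in these data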; also: values of inactives mirror those of a sister screen read the other way
TLR4-MyD88 BLA – inhibitors of human TLR4-MyD88 binding | O00206+Q99836 | HeLa CL3-4 TLR4/MyD88 BLA complementation, FRET ratio | inhibition, % at 8.4 µM | hit rate 0.18% among 200,000 | AID 861; in the data active = inhibition above about 25%;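 also: 0% = vehicle and 100% = reference inhibitor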
Target sequence (O00206 whole entry, looked up): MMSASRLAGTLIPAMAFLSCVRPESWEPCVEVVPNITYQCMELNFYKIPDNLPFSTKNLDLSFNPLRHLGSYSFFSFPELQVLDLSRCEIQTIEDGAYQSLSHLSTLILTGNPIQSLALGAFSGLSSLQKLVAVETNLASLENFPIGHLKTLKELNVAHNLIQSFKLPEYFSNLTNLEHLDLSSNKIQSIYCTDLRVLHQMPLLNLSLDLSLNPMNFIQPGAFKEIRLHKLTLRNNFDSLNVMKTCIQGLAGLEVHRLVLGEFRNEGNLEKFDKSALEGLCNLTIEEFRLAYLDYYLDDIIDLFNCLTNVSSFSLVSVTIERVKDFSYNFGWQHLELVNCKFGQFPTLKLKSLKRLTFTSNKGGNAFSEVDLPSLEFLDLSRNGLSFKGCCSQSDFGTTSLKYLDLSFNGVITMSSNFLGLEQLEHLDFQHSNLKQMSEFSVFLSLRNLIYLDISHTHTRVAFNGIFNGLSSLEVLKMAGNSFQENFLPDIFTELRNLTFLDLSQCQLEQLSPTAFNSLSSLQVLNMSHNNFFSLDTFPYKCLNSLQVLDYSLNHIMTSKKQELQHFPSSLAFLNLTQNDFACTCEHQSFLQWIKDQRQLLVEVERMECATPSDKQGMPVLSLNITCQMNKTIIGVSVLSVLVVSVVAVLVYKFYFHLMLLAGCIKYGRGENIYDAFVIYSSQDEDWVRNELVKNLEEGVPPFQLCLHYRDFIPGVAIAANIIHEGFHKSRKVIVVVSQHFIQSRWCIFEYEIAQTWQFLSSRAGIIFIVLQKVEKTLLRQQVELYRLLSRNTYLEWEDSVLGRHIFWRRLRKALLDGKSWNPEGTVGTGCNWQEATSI
Target sequence (Q99836 whole entry, looked up): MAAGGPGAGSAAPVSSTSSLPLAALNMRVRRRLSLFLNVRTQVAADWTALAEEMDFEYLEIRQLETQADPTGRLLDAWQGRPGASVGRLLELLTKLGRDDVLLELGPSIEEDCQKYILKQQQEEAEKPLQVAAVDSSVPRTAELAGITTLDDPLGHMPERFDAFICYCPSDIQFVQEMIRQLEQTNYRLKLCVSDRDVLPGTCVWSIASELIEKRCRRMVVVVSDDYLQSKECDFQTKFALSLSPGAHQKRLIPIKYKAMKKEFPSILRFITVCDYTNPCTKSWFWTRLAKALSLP
Hsp70 activator – transcriptional activators of Hsp70; HeLa Hsp70 promoter luciferase reporter, luminescence; scaled: vehicle 0, proteasome-inhibitor control 100%; activation, % at 10 µM; hit rate 0.04% among 200,000;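 active = activation above the mean across all tested compounds plus 3 SD, cutoff set per campaign, cut at about 5.5% in these data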;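 also: 100% = MG132 at 30 µM as the positive control and 0% = DMSO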
STAT1 activator – STAT1 signaling activation; NIH 3T3 STAT1-luciferase reporter, IFN-gamma, luminescence; 100% = IFN-gamma alone, no compound; activation (% of control), % at 5.5 µM; AID 932; hit rate 2.6% among 200,000;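 active = activation above the screen-wide mean activation plus 3 SD, cut at about 130% in these data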;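 also: raw ratio to IFN-gamma control signal so 100% means no change and 0% no light; values of inactives mirror those of a sister screen read the other way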
Efa HMGR inh – blocks class II HMG-CoA reductase of Enterococcus faecalis; purified E. faecalis HMGR, NADPH absorbance 340 nm kinetic; inhibition, % at 10 µM; hit rate 0.41% among 190,000; AID 1066;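 active = inhibition above a set limit, the median over all tested compounds plus 3 SD, cut at about 9.5% in these data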;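 also: enzyme runs in reverse so mevalonate oxidation gives rising NADPH absorbance; 0% = complete reaction with DMSO and 100% = background rate lacking mevalonate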
STAT3 blocker – reduces IL-6 driven STAT3 reporter signal; U3A cells, IL-6 STAT3-luciferase reporter, luminescence; host cell line lacks STAT1; inhibition, % at 5.5 µM; hit rate 0.89% among 190,000;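 active = inhibition above the mean inhibition across all screened compounds plus 3 SD, cut at about 44% in these data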;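 also: 0% = DMSO only wells and 100% = 100 µM nifuroxazide control wells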
STAT3 act – activators of IL-6 induced STAT3 signaling; hit rate 0.91% among 190,000; activation (% of control), % at 5.6 µM; U3A cells, IL-6 STAT3-luciferase reporter, luminescence; 100% = signal with IL-6 EC80 alone; AID 871;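 active = activation above the screen-wide mean of compound activation plus 3 SD, cut at about 130% in these data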;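 also: 0% = background luminescence of wells with medium and substrate only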
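Test system: human U3A cells carrying STAT3-luciferase construct; control set: IL-6-only wells as 100% reference; timing: compound pre-incubation 1 h before IL-6, then 6 h stimulation at 37 °C; also added: IL-6 stimulus at 33 ng/mL final; evaluation: % activation versus median of IL-6-stimulated wells; detection: reporter luminescence signal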
NF-kB neuron act – raises NF-kB expression in human neuronal cells. NF-kB reporter expression; active compounds read high. fold change at 12.5 µM. hit rate 1.6% among 190,000. AID 1239; in the data active = fold change above about 3.3
Redox H2O2 prof – compounds producing H2O2 with reducing agent – biochemical, NIH compound library profiling, artefact control for MLSCN library redox annotation, primary screen; hit rate 0.03% among 200,000; AID 878; activation, % at 10 µM; DTT-dependent redox cycling H2O2, phenol red/HRP absorbance; 100% = 100 µM peroxide control, 0% = buffer;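 active = activation of at least 50% relative to the plate's high and low controls in the primary single-dose screen; inactive = activation below 50%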;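 also: compound incubated with DTT at 0.8 mM final as the reducing agent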
The depositor's hits bear a star; / = not tested or not shown.

Order of results: STAT3 act	APP 5'UTR act	NF-kB neuron act	STAT1 blocker	TLR4-MyD88 BLA	Efa HMGR inh	Hsp70 activator	STAT3 blocker	Redox H2O2 prof	STAT1 activator
CCc1c(O)cc2n(c1=O)-c1ccccc1C2(C)C
→ 105.4	-15.1	0.87	4.1	7.3	3.5	-0.1	-3.6	0.6	96.2
CCNc1nc(NCC)n2c(SCC(=O)N(CC)C3CCCCC3)nnc2n1
→ 103.8	-3.6	1.15	10.2	-6.7	2.0	-0.1	-4.4	-0.2	91.1
Cc1cccc(OCCSc2nc3c([nH]2)c(=N)ncn3Cc2ccccc2)c1
→ 97.8	/	0.79	-2.1	4.4	2.1	-0.2	8.4	2.8	101.9
CC1(C)CC2CC(C)(CN2C(=O)CN2C(=O)c3ccccc3C2=O)C1 (configuration not stated)
→ 102.5	-13.0	0.89	0.8	12.8	0.4	0.0	0.8	0.5	99.3
COCCCNC(=O)CCC(=O)Nc1ccc2nc(N3CCOCC3)cc(C)c2c1
→ 97.2	-9.0	1.36	-0.1	-7.4	3.4	0.0	7.9	-1.8	100.1
CCOC(=O)N1CCN(C(=O)C2CCC(=O)N2C(C)C)CC1 (configuration not stated)
→ 100.7	-7.0	1.1	2.9	-3.5	-2.5	0.2	4.3	-1.1	97.4
Nc1ccc(NC(=O)c2ccccc2)c2c1C(=O)c1ccccc1C2=O
→ 102.7	-1.6	0.99	7.0	11.0	2.2	0.1	6.3	-0.6	93.6
Cc1cccc(OCC(=O)N2CCC(c3ccccc3)C2)c1 (configuration not stated)
→ 103.2	130.6	2.2	-22.4	-8.4	-7.3	-0.2	-1.2	-2.8	120.6
N=c1c2c(-c3ccccc3)c(-c3ccccc3)n(Cc3ccco3)c2ncn1CCO
→ 104.8	-44.0	/	0.8	0.3	1.1	-0.4	-4.8	-1.1	99.3
CN(C)CCCN(C(=O)c1cc2ccccc2oc1=O)c1nc2c(F)cccc2s1
→ 108.0	-10.3	1.46	-4.5	3.6	-1.2	-0.4	-9.8	0.2	104.1
COc1cc(C(=S)N2CCCCC2)ccc1O
→ 101.1	7.8	1.54	3.2	0.6	-3.4	-0.1	4.7	-1.3	97.1
Brc1ccc(-c2nnc3sc(CNCc4ccc5c(c4)OCO5)cn23)cc1
→ 107.0	11.7	0.96	4.8	-14.2	0.4	-0.1	-8.4	-0.2	96.4
Cc1ccccc1OCCC(=O)Nc1ccc(Cl)cc1F
→ 83.9	-5.7	0.99	-1.2	0.5	-1.8	-0.2	22.4	-0.3	101.1
Cc1noc(C)c1COc1ccc(C(=O)OCC(=O)N2CC(=O)Nc3ccccc32)cc1
→ 103.2	3.8	0.93	4.1	4.0	-4.5	-0.2	-1.2	-3.6	96.3
CC(=O)c1ccc(NC(=O)CSCC(=O)Nc2ccc3ccccc3c2)cc1
→ 105.1	-9.5	1.34	-15.9	5.6	-1.6	-0.3	0.2	0.0	114.7
CC(Nn1cnnc1)c1cc(Cl)ccc1O (configuration not stated)
→ 109.9	-10.1	1.05	-2.5	-6.0	-6.9	-0.2	-6.8	-1.4	100.8
CCC(=O)c1cccc2c1N=CC1=C(CC(C)(C)CC1=O)N2
→ 106.0	-3.9	1.27	3.9	0.9	2.4	-0.2	-7.2	4.0	96.4
O=C(NNC(=S)Nc1ccccc1C(F)(F)F)c1cccnc1
→ 92.8	42.7	0.98	-7.0	-11.9	-5.5	0.0	16.7	-0.6	106.7
COc1ccc(C(=O)/C=C/c2ccc(OC)cc2OC)c(O)c1
→ /	72.5	2.88	-10.0	-8.8	4.0	0.4	/	0.1	107.9
Oc1ccc(/C=N/NC(=S)NCC2CCCO2)cc1 (configuration not stated)
→ 85.2	1.9	1.29	-9.7	9.1	-6.0	0.0	20.8	0.9	108.9
COCCN1C(=O)/C(=C/c2ccc(Oc3ccc([N+](=O)[O-])cn3)c(OC)c2)SC1=Nc1ccccc1
→ 100.7	-17.9	0.96	-2.8	6.1	-0.1	0.0	2.8	1.9	102.6
CCN(CC(=O)Nc1cccc(C(C)=O)c1)S(=O)(=O)c1ccccc1
→ 104.9	10.5	0.92	6.9	1.6	-3.8	0.1	6.3	-1.3	92.9
Cc1oc(-c2ccccc2Cl)nc1CSCC(=O)N1CCCC1
→ 118.0	-26.5	1.26	1.7	8.8	-2.3	-0.1	-13.7	-1.8	98.4
COC(=O)c1ccc(CSc2nc3c(c(=O)n2-c2ccccc2)SCC3)o1
→ 90.7	16.6	1	8.4	3.6	-7.5	-0.2	10.6	0.1	89.7
O=C1c2c(O)cc(O)cc2O[C@@]12c1c(cc(O)c3c1O[C@H](c1ccc(O)cc1)[C@@H](O)C3)O[C@@H]2c1ccc(O)cc1
→ 94.0	-6.8	0.92	2.5	1.5	9.6*	-0.2	4.3	-0.3	97.7
CCOC(=O)C1(Cc2ccccc2C(F)(F)F)CCN(C2CCN(C(C)C)CC2)CC1
→ 108.1	-9.0	0.85	-4.8	11.4	-2.3	-0.5	-6.2	0.0	103.3
Cc1sc2ncn(CC(=O)Nc3c(F)cccc3F)c(=O)c2c1S(=O)(=O)N1CCC(C)CC1
→ 102.0	-4.8	1.31	2.8	5.3	-4.9	-0.1	1.6	-1.6	97.1
Cc1cccc(/C(N)=N/OC(=O)N2CCOCC2)c1
→ 101.0	18.6	1.58	-17.6	4.5	/	0.0	3.7	-3.9	115.7
Cc1ccc(Sc2nc([N+](=O)[O-])nn2C)cc1
→ 92.6	-4.6	1.01	1.1	-7.6	0.1	-0.2	4.0	0.3	99.0
O=C(CNC(=O)c1ccccc1)OCc1nc2ccccc2s1
→ 135.9*	55.0	0.67	-43.3	-6.0	-3.9	-0.1	-40.5	0.3	138.7*
O=C(NC1CCCCC1)/C(=N\O)c1ccccn1
→ 97.3	-2.0	1.28	-18.3	-1.6	-2.4	-0.1	3.9	0.0	116.6
CN(C(=O)COc1cc(C(F)(F)F)nn1C)c1ccccc1
→ 101.3	14.2	1.02	-1.8	10.1	-1.1	-0.2	4.9	-0.3	99.7
O=C(NCCc1ccc(Cl)cc1)C1CCC(=O)N1Cc1ccccc1Cl (configuration not stated)
→ 105.0	8.2	1.32	-1.1	3.3	-3.0	-0.2	-2.7	1.8	101.0
Cc1ccc(C(CC(=O)N2CCOCC2)c2ccco2)cc1 (configuration not stated)
→ 100.3	-1.0	0.97	0.5	-9.5	-6.4	-0.1	2.5	0.2	99.6
CCCCN(CC)C(=O)Cn1c(=O)sc2ccccc21
→ 101.9	21.4	1.24	11.4	5.2	2.0	-0.1	-0.8	-4.6	89.5
Cc1nc(S(=O)(=O)Cc2ccccc2Cl)nc2c1CCC2
→ 97.6	10.3	1.07	-5.7	-16.9	1.4	0.1	11.0	-0.1	103.3
Cn1c(SCC(=O)Nc2ccc(F)cc2)nnc1-c1cccnc1
→ 103.6	6.7	1.12	0.8	-3.4	-8.0	-0.2	0.9	-0.3	99.3
O=C(OCc1nc2ccc(Cl)cc2n1CCO)c1ccc2c(c1)OCO2
→ 100.1	5.2	1.21	14.2	-12.8	-0.9	-0.3	2.8	0.4	87.0
Cc1nn(Cc2ccc(F)cc2Cl)c(C)c1[N+](=O)[O-]
→ 101.8	10.0	1.13	-1.6	-9.1	3.4	0.1	5.7	1.0	100.2
COc1ccc2c(c1)N(C)C(=O)CC(c1ccccc1)=N2
→ 87.0	0.9	1.36	1.7	2.1	-4.9	-0.4	18.9	1.8	98.4
Cc1nc2ccccn2c1C(=O)N=Nc1c(O)n(CCC(C)C)c2ccccc12
→ 96.0	-2.2	0.69	2.1	-6.8	-3.8	-0.3	4.1	0.3	98.1
O=C(Cn1c(=O)n(CC2CCCO2)c(=O)c2ccccc21)N1CCN(c2ccccc2)CC1 (configuration not stated)
→ 102.0	8.8	0.77	3.7	5.1	3.5	-0.3	3.4	-0.6	96.6
CC(C)(C)NC(=O)c1cccc(NC(=O)c2cccc(O)c2)c1
→ 97.8	10.4	1.67	-0.1	-6.2	-8.6	-0.2	9.3	2.1	100.1
c1ccc2nc(N3CCCC3)c(N3CCCC3)nc2c1
→ 99.4	2.9	1.12	-6.0	-4.0	-0.1	-0.2	4.8	1.6	105.5
Cc1cc(-c2nn(-c3ccccc3F)cc2CN2CCC(O)CC2)c(C)s1
→ 99.1	2.4	1.07	-9.6	-11.2	-3.4	-0.2	5.4	-0.9	107.2
CC(C)c1ccc(S(=O)(=O)N2CCN(C(C)C(=O)Nc3ccccc3-c3ccccc3)CC2)cc1 (configuration not stated)
→ 103.8	25.2	0.96	0.0	-3.8	0.2	0.2	-0.5	1.8	100.0
CN(c1ccc(OCC(=O)OCC(=O)Nc2ccc(Br)cc2)cc1)S(=O)(=O)c1cccs1
→ 107.5	-8.8	1.14	-0.7	-9.4	-8.0	-0.3	-11.6	0.0	100.6
O=C(NN1C(=O)C2C3C=CC(C4CC34)C2C1=O)c1ccc(Br)cc1 (configuration not stated)
→ 108.0	5.2	0.89	-1.7	4.2	2.4	0.0	-6.8	-0.3	102.1
Cc1ccc(NCC(=O)N/N=C\c2ccc([N+](=O)[O-])o2)cc1
→ 98.4	5.0	0.77	-6.2	-6.7	0.4	-0.5	8.6	-7.1	105.6
CC(=O)c1cccc(NC(=O)CN(C)S(=O)(=O)c2ccccc2)c1
→ 99.4	23.5	1.14	-3.9	-2.5	-5.0	-0.1	7.7	-0.6	102.6
CCCC1C(c2ccccc2)C(C#N)(C#N)C2(C#N)CC1(N)NC2=O (configuration not stated)
→ 99.9	/	1.21	-2.0	-1.9	0.7	-0.4	6.2	1.9	101.8
CCN1C(=O)/C(=c2\s/c(=C3\Sc4ccccc4N3C)c(=O)n2C)N(C)C1=S
→ 87.5	-11.8	1.16	-20.7	-16.4	-2.9	-0.2	19.8	-0.1	119.3
Cc1nnnn1/C(=C\c1ccccc1)C(=O)OCC(=O)N1CC2(C)CC1CC(C)(C)C2 (configuration not stated)
→ 101.9	5.7	0.82	0.9	12.2	-3.3	0.1	-2.3	0.1	99.2
O=C(NCc1ccco1)c1cc2nc(-c3cccs3)cc(C(F)(F)F)n2n1
→ 78.0	-0.1	1.15	0.4	-1.8	0.2	-0.1	32.1	1.4	99.6
CC(C)Sc1n[nH]c2nc3c(c(=O)n12)C1(CCCC1)Cc1ccccc1-3
→ 106.0	15.4	1.58	-0.5	7.6	-1.0	0.5	3.0	1.6	104.9
Cc1ccccc1C(=O)N1CCc2cc(-c3nc(NC(=O)Cc4ccc5c(c4)OCO5)sc3C)ccc21
→ 73.0	-11.3	0.99	6.0	2.4	-10.3	-0.3	30.6	0.0	94.7
Cc1cccc2nc(-c3ccco3)c(Nc3ccccc3)n12
→ 99.6	5.0	1.13	0.0	-8.8	-4.8	0.1	2.6	0.3	98.6
